Assay outcomes from PubChem.
ELG1 repair inh: qHTS screen for small molecules that inhibit ELG1-dependent DNA repair in human embryonic kidney (HEK293T) cells expressing luciferase-tagged ELG1 | Potency, µM (highest dose often 46.1 µM), inactives show at the top dose activity change, negative = inhibition, usual class: inhibitors | 330,000 tested, 2.3% active | HEK293T ELG1-luciferase reporter, luminescence, 16 h; DNA damage induced by 5-fluorouridine | AID 504467, 2011; also: potency is read from the fitted curve at half-maximal effect; % is scaled to controls: 0 for no effect and ±100 for the full control effect; nearly all actives have a fitted effect of over 55% in size
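Quantitative HTS, concentration-response format. 2,000 cells/well co-treated with 5-fluorouridine and compound, 16 hr in 5% CO2 at 37 °C; ONE-Glo luminescence read after 30 min.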
TRPV1 agonist: HTS Assay for Compounds that Act as Agonists of the Vanilloid Receptor 1; TRPV1-expressing cells, Fluo-8 calcium influx, agonist mode; activation, % at 8.33 µM; Transient receptor potential cation channel subfamily V member 1 (Homo sapiens), Q8NER1; 320,000 tested, 0.19% active; in the data active = activation above about 80%; inconclusive = between about 30% and that limit; also: 0% is about no effect
Target sequence (Q8NER1 whole entry, looked up): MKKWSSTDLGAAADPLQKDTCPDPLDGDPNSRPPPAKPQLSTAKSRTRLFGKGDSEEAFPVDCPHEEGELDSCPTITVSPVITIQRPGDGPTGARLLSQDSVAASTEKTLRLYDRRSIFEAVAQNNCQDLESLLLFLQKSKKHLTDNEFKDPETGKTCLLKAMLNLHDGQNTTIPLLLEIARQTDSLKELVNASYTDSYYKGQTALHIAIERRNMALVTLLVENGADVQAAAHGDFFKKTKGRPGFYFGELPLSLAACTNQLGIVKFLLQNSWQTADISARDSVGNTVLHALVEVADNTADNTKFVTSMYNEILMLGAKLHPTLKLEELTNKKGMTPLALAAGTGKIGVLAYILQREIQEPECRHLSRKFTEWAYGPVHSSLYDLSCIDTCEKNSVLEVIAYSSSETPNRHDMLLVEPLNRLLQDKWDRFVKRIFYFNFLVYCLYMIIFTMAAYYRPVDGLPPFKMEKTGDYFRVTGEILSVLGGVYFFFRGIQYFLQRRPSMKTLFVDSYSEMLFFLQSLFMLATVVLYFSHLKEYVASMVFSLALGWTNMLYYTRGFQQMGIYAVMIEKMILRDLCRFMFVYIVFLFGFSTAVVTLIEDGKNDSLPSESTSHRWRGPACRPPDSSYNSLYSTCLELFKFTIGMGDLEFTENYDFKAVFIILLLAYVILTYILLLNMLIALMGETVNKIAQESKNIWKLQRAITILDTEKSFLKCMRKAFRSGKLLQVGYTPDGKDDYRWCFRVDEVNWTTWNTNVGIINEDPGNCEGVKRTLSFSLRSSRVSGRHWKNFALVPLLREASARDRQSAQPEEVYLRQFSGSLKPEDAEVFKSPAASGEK
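Fluo-8 calcium influx in TRPV1-expressing cells, kinetic read (ex 480/em 520 nm). Compound added and read 3 min for agonist activity, followed by capsaicin at EC20 final and 2 min further read for enhancement.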
NPC1 prom act: qHTS Assay for NPC1 Promoter Activators | Huh7 NPC1 promoter luciferase reporter, 24 h | Potency, µM (series often up to 9.22 µM), inactives show at the top dose activation, hits mostly activators | 320,000 tested, 2.4% active | AID 485313, 2010;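 also: potency is read from the fitted curve at half-maximal effect; % of control where 0% means no effect; nearly all actives have a fitted effect of over 60% in size; reporter is driven by a mutant NPC1 promoter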
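NPC1 promoter–luciferase Huh7 cells; 24 h compound; luminescence.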
Tb PFK block: qHTS Assay to Find Inhibitors of T. brucei phosphofructokinase; ATP-dependent 6-phosphofructokinase (Trypanosoma brucei brucei), O15648; T. brucei PFK, ADP-Glo luminescence; Potency, µM (titrated, usually from 57.5 µM), inactives show at the top dose activity, negative = inhibition, most hits filed as inhibitors; 330,000 tested, 0.17% active; AID 485367, 2010;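 also: potency is read from the fitted curve at half-maximal effect; 0% = uninhibited 1x PFK enzyme wells and -100% = no-enzyme wells; nearly all actives have a fitted effect of over 60% in size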
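In TEA buffer at pH 8.0 with 5 mM MgCl2, enzyme (1.25 nM) converted F6P (0.5 mM) and ATP (0.1 mM) for 45 min at room temperature. ADP product was read by luciferase luminescence.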
p53 reactivation: qHTS assay for re-activators of p53 using a Luc reporter; Potency, µM (top dose mostly 92.2 µM), for inactives: at the highest dose activity change, positive = activation, usual class: activators; H1299 p53-A138V BP100-luciferase reporter, luminescence, 24 h; AID 504706, 2011; 320,000 tested, 0.063% active; also: potency is read from the fitted curve at half-maximal effect; % of control where 0% means no effect; nearly all actives have a fitted effect of over 45% in size
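p53-null H1299 cells stably carrying temperature-sensitive p53-A138V and a BP100-luciferase reporter were pinned with compounds (4-point, 1:5 series) and held 24 hrs at 37 deg C. Luminescence was read 10 min after detection reagent.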
FLuc modulator: qHTS profiling assay for firefly luciferase inhibitor/activator using purifed enzyme and Km concentrations of substrates (counterscreen for miR-21 project) | purified FLuc, Km substrates, luminescence inhibition | Potency, µM (doses to about 57.5 µM), inactives show top-dose activity change, negative = inhibition, actives largely listed as inhibitors | 360,000 tested, 6.9% active | AID 588342, 2011;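 also: potency is read from the fitted curve at half-maximal effect; plate controls were vehicle for no effect and reference inhibitor for full effect; nearly all actives have a fitted effect of over 55% in size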
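Purified P. pyralis luciferase (10nM final) with 10uM D-luciferin and 10uM ATP (Km levels) in 50mM Tris acetate pH 7.5, 10mM Mg acetate, 0.01% Tween-20, 0.05% BSA; qHTS 6-point titration, ~60 µM downward; luminescence read.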
Rab9 promoter act: qHTS Assay for Rab9 Promoter Activators; Huh7 Rab9 promoter-luciferase reporter, luminescence, 24 h; AID 485297, 2010; 320,000 tested, 2.8% active; Potency, µM (titrated, usually from 9.22 µM), for inactives: at the top dose activation, negative = inhibition, hits mostly activators; also: potency is read from the fitted curve at half-maximal effect; % of control where 0% means no effect; nearly all actives have a fitted effect of over 60% in size
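Cells were plated at 1500 per well in reduced-serum medium with 10% FBS and left 2 h. Compound in DMSO was then added for 24 h at 37 °C. Reporter signal was read by luminescence after 10 min with luciferase detection reagent.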
VP16 counter: VP16 counterscreen qHTS for inhibitors of ROR gamma transcriptional activity. Drosophila S2 Gal4-VP16 UAS-luciferase, luminescence, 20 h. Potency, µM (top dose mostly 53.6 µM), without a hit: at the highest dose activity, negative = inhibition, hits mostly inhibitors. 310,000 tested, 3.5% active. AID 2546, 2010;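 also: Gal4-VP16 expression switched on by copper sulfate through the metallothionein promoter; potency is read from the fitted curve at half-maximal effect; % is scaled to controls: 0 for no effect and ±100 for the full control effect; nearly all actives have a fitted effect of over 50% in size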
ELG1 genotox: qHTS screen for small molecules that induce genotoxicity in human embryonic kidney (HEK293T) cells expressing luciferase-tagged ELG1; Potency, µM (top dose mostly 46 µM), for the others: at the highest dose activity change, positive = activation, actives largely listed as activators; 330,000 tested, 1.3% active; HEK293T ELG1-luciferase reporter, luminescence, 16 h; also: potency is read from the fitted curve at half-maximal effect; % of control where 0% means no effect; nearly all actives have a fitted effect of over 60% in size
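Luminescence read-out: rising ELG1-luciferase signal, reflecting elevated ELG1 protein under genetic stress, flags genotoxic compounds. Cells were treated for 16 hr at 37 °C before ONE-Glo detection.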
BRCA1 expr up: qHTS Assay to Identify Small Molecule Activators of BRCA1 Expression; Potency, µM (top dose mostly 46.1 µM), inactives show top-dose activation, most hits filed as activators; 380,000 tested, 1.1% active; MCF7-BRCA1-FFLuc reporter, luminescence, 48 h; response scale: scaled: vehicle 0%, 10 µM genistein 100%; also: potency is read from the fitted curve at half-maximal effect; nearly all actives have a fitted effect of over 80% in size; some results filed as inactive show a strong effect at the top dose
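Compounds are tested at multiple concentrations on MCF7 BRCA1-luciferase reporter cells seeded at 2000 per well; after 48 h, a single luminescence end-point is taken and curves fitted to the normalized data.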
RORgamma inh: qHTS for inhibitors of ROR gamma transcriptional activity; Nuclear receptor ROR-gamma (Mus musculus), P51450; Drosophila S2 Gal4-RORgamma UAS-luciferase reporter, 20 h; Potency, µM (doses to about 53.6 µM), without a hit: at the top dose activity change, negative = inhibition, usual class: inhibitors; 310,000 tested, 5.4% active; AID 2551, 2010; also: potency is read from the fitted curve at half-maximal effect; % is scaled to controls: 0 for no effect and ±100 for the full control effect; nearly all actives have a fitted effect of over 60% in size
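Compounds are pin-transferred onto Drosophila Schneider cells expressing a copper-inducible Gal4–ROR gamma transactivation domain fusion. After 1 hr, copper sulfate is added to 700 uM final; luciferase is read 20 hr later.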
* hit, by the source's call; u = inconclusive; x = no result given; [ ] = dose if it differs, or a comment. Unless noted, calls follow the shape of the dose curve; as a rule, active = well fitted curve in the direction sought with a large enough effect; inconclusive = small, poorly fitted or top-dose-only effect, or another doubt; inactive = no such curve, though single readings can be large; an effect the other way counts as inactive or inconclusive.

SMILES	ELG1 repair inh	TRPV1 agonist	NPC1 prom act	Tb PFK block	p53 reactivation	FLuc modulator	Rab9 promoter act	VP16 counter	ELG1 genotox	BRCA1 expr up	RORgamma inh
Cc1c(C(=O)Oc2ccc(F)cc2)sc2ncn(Cc3cccc(F)c3)c(=O)c12	0%	1	-5%	0%	3%	3%	-13%	-24%	3%	-13%	24%
CCN(CC)S(=O)(=O)c1ccc(N2CCOCC2)c(NC(=O)C2CC2)c1	13%	0	-9%	4%	-6%	-1%	-1%	x	2%	4%	x
O=C1N/C(=N\N=C\c2ccccn2)SC1Cc1cccc(SC(F)F)c1 (centres undefined)	-22%	1	-1%	-1%	3%	15µM*	-10%	3.2µM*	10%	-81%	1.8µM*
COc1ccccc1N1CCN(C(=O)c2ccccc2SCC(=O)NCc2ccco2)CC1	-8%	-1	11%	-5%	-8%	3%	-2%	x	2%	-1%	x
N#Cc1c(-c2ccco2)nc(SCC(=O)Nc2cccc(Cl)c2)[nH]c1=O	8%	-1	-6%	-4%	10%	-15%	-2%	2%	-4%	9%	1%
COc1ccc(C2CC(c3ccccc3)=NN2C(=O)COC(=O)c2cccc(S(=O)(=O)N(C)C)c2)cc1 (centres undefined)	u	-4	1%	-3%	-6%	-2%	2%	-5%	5%	-17%	38%
COc1ccc(C(=O)NNc2ccccc2)cc1OC	2%	-2	-5%	0%	-11%	-1%	-3%	-8%	9%	-13%	-10%
OCCN1CCN(c2nc(NCc3ccco3)c3ccccc3n2)CC1	-4%	-6	-4%	3%	0%	1%	2%	-9%	-5%	-4%	7%
CC(C)C(=O)C1=Cc2cc([N+](=O)[O-])ccc2OC1N1CCOCC1 (centres undefined)	-13%	2	2%	-1%	1%	-1%	-1%	-5%	-1%	-4%	6%
COC(=O)c1oc2ccc(Br)cc2c1NC(C)=O	9%	-4	-2%	-2%	3%	1%	-3%	-6%	-10%	-14%	-12%
Cc1ccc(S(=O)(=O)Oc2ccc(/C=C(/NC(=O)c3ccccc3)C(=O)Nc3ccccc3)cc2)cc1	-1%	-5	-5%	6%	-2%	3%	-1%	-2%	-5%	-1%	12%
COC(=O)Nc1ccc(Cc2ccncc2)cc1	-3%	2	-2%	5%	-5%	1%	-4%	0%	-3%	22%	6%
NS(=O)(=O)c1ccc(NC(=O)c2ccc(S(=O)(=O)N3CCCCC3)cc2)cc1	1%	x	x	1%	3%	x	x	x	0%	33%	x
CN1CC(=O)N(CC(=O)Nc2ccc(N(C)C)cc2)c2ccccc2C1=O	x	7	x	x	x	-6%	x	12%	x	-2%	-17%
COc1cc(C2C3=C(Nc4nc(N)[nH]c(=O)c42)c2ccccc2C3=O)ccc1O (centres undefined)	-6%	0	-5%	5%	-1%	u	-1%	5%	-4%	-5%	17%
COc1cccc(NS(=O)(=O)c2c(C)nc3sccn3c2=O)c1	2%	u	0%	0%	x	1%	1%	0%	-1%	-10%	2%
O=C(O)CC1S/C(=N/N=C/C2CC=CCC2)NC1=O (centres undefined)	u	0	-4%	1%	-2%	-2%	-7%	-12%	0%	-3%	-27%
C=C1CSc2nc3ccccc3c(=O)n21	x	-4	x	x	x	-1%	x	0%	x	6%	-6%
CCN1CCN(c2ncnc3scc(-c4ccc(OC)cc4)c23)CC1	u	18	2%	-5%	-5%	0%	-9%	11%	-11%	35%	-12%
CN(C)c1nc(N)nc(CSc2nnnn2-c2ccc(F)cc2)n1	11%	1	1%	-5%	-2%	0%	3%	4%	2%	-1%	1%
CCn1c(Cc2c(C)[nH]c3ccccc23)n[nH]c1=S	12%	1	0%	-14%	2%	4%	-3%	-2%	6%	0%	-35%
CN(C)CCCn1c(=S)[nH]c2sc3c(c2c1=O)CCCC3	10%	0	0%	-5%	5%	0%	-2%	u	3%	42%	14µM*
Cc1cc(C(=O)CSc2nnc(-c3ccccc3F)o2)c(C)n1Cc1cccs1	u	-1	-3%	3%	2%	u	-6%	-11%	1%	2%	-5%
Nc1nc(CN2CCN(C(c3ccccc3)c3ccccc3)CC2)nc(Nc2ccccc2)n1	u	1	-5%	6%	2%	3%	-11%	u	-6%	-29%	3.2µM*
O=C(NCc1cccc(Cl)c1)c1cccc(OC2CCN(C(=O)C3CC3)CC2)c1	u	5	-17%	-26%	-6%	-6%	-19%	-26%	-26%	-43%	u
CCOc1ccccc1NC(=O)c1cc(Cl)ccc1NC(=O)c1ccco1	-17%	-1	13%	1%	-13%	6%	2%	3%	-4%	-36%	3%
Cc1cc(C(=O)OCC(=O)c2ccccc2)c2ccccc2n1	4%	10	-6%	-2%	2%	u	-3%	4%	3%	-12%	2%
Cc1ccc(CNC(=S)N(C)C)cc1	14%	0	-4%	-4%	-2%	0%	-2%	-3%	1%	1%	-9%
COc1ccc(CC(=O)OCC(=O)Nc2ccc(Br)cc2)cc1	5%	u	-2%	-2%	14%	-4%	1%	0%	1%	9%	16%
O=C(N/C(=C\c1ccccc1)C(=O)N1CCCCCC1)c1ccccc1	u	12	-5%	4%	0%	3%	-2%	-3%	-6%	0%	11%
C=C1N(c2ccc(Cl)cc2)C(=O)OC1(C)C	0%	-7	2%	3%	2%	-5%	2%	-17%	-2%	9%	-2%
COc1cc(OC)cc(C(=O)Nc2ccc(Nc3ccccc3)cc2)c1	u	3	12%	1%	x	u	7%	-1%	8%	7%	30%
Cn1c(SCC(=O)NNC(=S)Nc2ccccc2)nnc1-c1ccccc1	u	-2	-3%	3%	0%	-2%	-6%	1.4µM*	3%	0%	0.89µM*
Cc1nc2nc[nH]n2c(=O)c1CCC(C)C	0%	-1	5%	-5%	11%	-14%	6%	2%	-3%	0%	-22%
Cn1cc(Br)c(C(=O)NNC(=O)Nc2ccccc2C(F)(F)F)n1	6%	0	0%	2%	5%	-3%	-5%	-8%	0%	8%	11%
O=C(NCCCl)C1Cc2c(ccc3ccccc23)O1 (centres undefined)	4%	0	-6%	-1%	4%	-15%	13%	-1%[10 µM]	-4%	-5%	-11%

Three entries out of the list above, arranged by the number in TRPV1 agonist, descending.
smiles | TRPV1 agonist
CN(C)CCCn1c(=S)[nH]c2sc3c(c2c1=O)CCCC3 | 0
Cc1nc2nc[nH]n2c(=O)c1CCC(C)C | -1
Cn1c(SCC(=O)NNC(=S)Nc2ccccc2)nnc1-c1ccccc1 | -2

Next part
SMILES	ELG1 repair inh	TRPV1 agonist	NPC1 prom act	Tb PFK block	p53 reactivation	FLuc modulator	Rab9 promoter act	VP16 counter	ELG1 genotox	BRCA1 expr up	RORgamma inh
Cc1ccc(-n2cc[nH]c2=S)c(C)c1	1%	-1	0%	-11%	-1%	0%	-3%	u	0%	-2%	10µM*
Nc1c2c(nn1-c1ccc(C(=O)O)cc1)CNC2	21%	-3	2%	3%	2%	-3%	3%	-3%	2%	0%	-22%
O=C(Nc1nonc1-c1ccc(Cl)cc1)c1ccco1	10%	-5	0%	-1%	-9%	2%	1%	-4%	-3%[9.26 µM]	-18%	u
COc1ccc(-c2nc3c([nH]2)c(=O)n(C)c(=O)n3C)c(OC)c1	-2%	-4	14%	-3%	-2%	-10%	2%	-2%	0%	-23%	-17%
Cc1cc(C)c(S(=O)(=O)Nc2ccc(-c3cn4ccccc4n3)cc2)c(C)c1	u	-3	-2%	1%	-4%	u	3%	-11%	-5%	-59%	18%
Cc1ccc2c(c1)[C@H]1[C@H](CO2)[C@H](c2ccccc2)[C@]2(C)C(=O)Nc3cc(F)ccc3C(=O)N12	u	x	x	-4%	-4%	x	x	x	0%	-50%	x
CCOC(=O)c1cccc(NC(=O)CNS(=O)(=O)c2cccs2)c1	-3%	5	2%	-1%	21%	0%	8%	4%	1%	1%	-4%
COc1cc(OC)c(C2N(c3ccccn3)C(=O)C3CCCN32)cc1OC (centres undefined)	u	2	-3%	-8%	-3%	-1%	-5%	5%	-8%	25%	0%
COC(=O)c1ccc(OCCOc2ccc(C(=O)OC)cc2)cc1	-2%	-2	1%	3%	4%	6%	0%	-5%	10%	-1%	3%
Cc1ccccc1C(=O)Nc1ccc(S(=O)(=O)Nc2onc(C)c2C)cc1	7%	-2	-4%	-1%	4%	u	-2%	-5%	0%	1%	-1%
CCc1noc(C)c1C(=O)Nc1nnc(CC(C)C)s1	11%	0	9%	0%	2%	3%	-5%	x	-7%	-6%	x
